# High-throughput results (PubChem BioAssay)
# Vif-APOBEC3F blk: inhibitors of Vif-A3F interaction. Potency, µM (top dose mostly 46.1 µM), inactives show at the top dose activity, negative = active. hit rate 0.2% among 390,000. AID 602313. HeLa A3F-eYFP + Vif (tagged APOBEC3F with the HIV-1 protein that degrades it), YFP fluorescence increase; also: potency is read from the fitted curve at half-maximal effect; % of control where 0% means no effect; nearly all actives have a fitted effect of over 65% in size
#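 HeLa cells stably expressing A3F-eYFP plus Vif, plated and incubated overnight at 37 deg C, then exposed to compounds overnight at 37 deg C. Blocked degradation read as raised yellow fluorescence (Ex 488/Em 500-530).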
# LDHA block: LDHA (human) enzyme inhibition. purified LDHA, NADH/diaphorase-resazurin fluorescence; active compounds read low. activity change, % (values are at about 110 or 230 µM). AID 1347041. P00338. hit rate 0.15% among 480,000; in the data active = activity change below about -30%; inconclusive = mostly about -25% to -30%;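 also: plate controls were DMSO wells for no effect and wells without enzyme for full effect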
#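 Human LDH5 at 2 nM final in Tris HCl pH 7.4 with 0.06 mM NADH and 0.2 mM pyruvate, reacted 5 minutes at room temperature. Remaining NADH coupled via diaphorase/resazurin; resorufin fluorescence read at 0 and 20 minutes, normalized to enzyme-free and DMSO wells.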
# RGS4 inhibitor: inhibitors of human regulator of G protein signaling 4. P49798. Transcreener GDP fluorescence polarization, RGS4-accelerated GTP hydrolysis. Potency, µM (doses to about 114 µM), inactives show at the top dose activity change, negative = inhibition, most hits filed as inhibitors. hit rate 0.039% among 390,000; also: potency is read from the fitted curve at half-maximal effect; % is scaled to controls: 0 for no effect and ±100 for the full control effect; nearly all actives have a fitted effect of over 75% in size; some results filed as inactive show a strong effect at the top dose
#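 MLSMR compounds (23 nl, pin-transferred) preincubated 10 min at room temperature with a 500nM (2x) first reagent, then RGS4 at 900nM (2x) plus Transcreener GDP mix added; fluorescence polarization (620/688 nm) read before and after 90 min at 30 °C.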
# Vif-APOBEC3G blk: blocks the Vif interaction with human APOBEC3G. AID 602310. Potency, µM (top dose mostly 46.1 µM), without a hit: at the highest dose activity, negative = active, most hits filed as inhibitors. HeLa A3G-eYFP + Vif (tagged APOBEC3G with the HIV-1 protein that degrades it), YFP fluorescence, overnight. Q9HC16. hit rate 0.076% among 410,000;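 also: potency is read from the fitted curve at half-maximal effect; % is scaled to controls: 0 for no effect and ±100 for the full control effect; nearly all actives have a fitted effect of over 60% in size; hits raise eYFP signal because A3G escapes Vif-driven loss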
#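 HeLa cells stably expressing Vif and C-terminally eYFP-tagged A3G, seeded overnight at 37 deg C, then exposed to compound by pintool overnight at 37 deg C. Rise in yellow fluorescence (Ex 488/Em 500-530, Acumen) marks blocked Vif-driven A3G degradation.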
# D2 antag: antagonists of human D2 dopamine receptor. HEK293 TREx D2 cells, calcium flux, dopamine EC80. inhibition, % at 10 µM. hit rate 2% among 340,000; in the data active = inhibition above about 30%; also: 0% is about no effect
# Target sequence (P14416 whole entry, looked up): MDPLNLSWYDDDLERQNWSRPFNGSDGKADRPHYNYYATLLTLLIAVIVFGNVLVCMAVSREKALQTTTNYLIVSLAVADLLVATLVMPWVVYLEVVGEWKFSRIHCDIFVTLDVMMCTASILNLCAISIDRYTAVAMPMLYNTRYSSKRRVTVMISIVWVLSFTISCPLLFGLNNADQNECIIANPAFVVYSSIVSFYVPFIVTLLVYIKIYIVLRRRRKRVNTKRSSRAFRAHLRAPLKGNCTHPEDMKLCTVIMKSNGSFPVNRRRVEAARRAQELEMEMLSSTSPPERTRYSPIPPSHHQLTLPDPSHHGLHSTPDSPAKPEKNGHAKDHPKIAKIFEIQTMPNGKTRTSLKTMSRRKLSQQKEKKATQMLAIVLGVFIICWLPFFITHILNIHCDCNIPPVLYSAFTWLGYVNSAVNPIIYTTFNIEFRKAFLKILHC
#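 Measurement of antagonist activity uses fluorescent calcium dye in inducible HEK293 T-REx D2 cells: 10 s baseline, compound addition with 180 s read, EC80 dopamine addition with a further 180 s read.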
# ERG Ets-DNA blk: inhibitors of human ERG Ets domain-DNA interaction | P11308 | Potency, µM (doses to about 76.9 µM), for the others: at the top dose FP activity, negative = inhibition, actives largely listed as inhibitors | hit rate 0.028% among 370,000 | fluorescence polarization, His-ERG Ets domain / labelled DNA | AID 624246; active = well fitted inhibition curve with a large enough effect in the polarisation, with a control signal flat; inconclusive = small, poorly fitted or top-dose-only effect, or effect the other way, or a change in a side signal; inactive = no such curve, though single readings can be large or run the other way; the % refers to the polarisation;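 also: polarization taken with two DNA probes labelled with fluorescein and Texas red; potency is read from the fitted curve at half-maximal effect; % of control where 0% means no effect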
# Target sequence (P11308 whole entry, looked up, the tested form may be a part): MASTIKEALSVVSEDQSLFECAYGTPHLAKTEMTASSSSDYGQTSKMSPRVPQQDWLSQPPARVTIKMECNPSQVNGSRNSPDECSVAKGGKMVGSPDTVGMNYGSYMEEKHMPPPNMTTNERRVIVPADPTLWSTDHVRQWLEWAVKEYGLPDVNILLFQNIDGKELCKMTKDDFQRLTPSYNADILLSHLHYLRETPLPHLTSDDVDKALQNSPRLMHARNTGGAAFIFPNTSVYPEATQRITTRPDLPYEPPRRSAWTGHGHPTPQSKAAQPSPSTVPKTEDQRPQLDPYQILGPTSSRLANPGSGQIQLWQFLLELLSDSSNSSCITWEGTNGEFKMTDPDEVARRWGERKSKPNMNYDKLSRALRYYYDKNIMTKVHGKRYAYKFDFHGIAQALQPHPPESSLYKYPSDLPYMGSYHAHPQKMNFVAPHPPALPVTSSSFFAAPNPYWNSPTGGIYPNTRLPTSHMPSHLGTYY
#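 His-tagged ERG Ets domain (1 uM in the protein solution; 300mM KCl, 50mM Tris-HCl, 1mM EDTA, 1mM DTT, pH 7.5) received compound, then a probe mix of 5 nM fluorescein-DNA and 100nM Texas-615-DNA. Fluorescence polarization was read for both dyes.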
# GRP78 ERSR act: inducers of ER stress response in human glioma cells. U87-MG GRP78 promoter luciferase reporter, 16 h. Potency, µM, for the others: at the top dose activation, actives largely listed as activators. hit rate 0.02% among 420,000. AID 602332; also: potency is read from the fitted curve at half-maximal effect; series mostly up to about 76 µM; % of control where 0% means no effect; nearly all actives have a fitted effect of over 35% in size
#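 Stably transfected U87-MG glioma cells carrying a GRP78-based luciferase sensor; 16 h compound incubation. Luminescence end-point read 10 min after Bright-Glo addition at room temperature.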
# D2 ag: agonists of human D2 dopamine receptor | P14416 | HEK293 T-REx D2 cells, calcium flux agonist mode | activation, % at 2 µM | hit rate 0.53% among 340,000 | AID 485358;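 active = activation over 3 SD above normal in the single-dose calcium agonist read, cut at about 30% in these data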; also: 0% is about no effect
#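 Tetracycline-induced HEK293 Trex cells with D2 receptor force-coupled to calcium signaling, plated overnight at 30 C and loaded with no-wash calcium dye. Calcium flux read kinetically for 180 s after compound addition; responses flag agonists.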
# ALOX12 inh: ALOX12 (human) lipoxygenase inhibition. Potency, µM (doses to about 108 µM), inactives show at the top dose activity change, negative = inhibition, usual class: inhibitors. purified 12hLO, xylenol orange hydroperoxide absorbance. AID 1671190. P18054. hit rate 1.1% among 580,000; also: potency is read from the fitted curve at half-maximal effect; % is scaled to controls: 0 for no effect and ±100 for the full control effect
#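 Purified human 12hLO at 150 nM in 25 mM Hepes, 0.01% Triton X-100, pH 7.0, preincubated 15 min at room temperature with compound. Reaction started with 40 uM arachidonic acid, 30 min at room temperature. Hydroperoxide measured by Fe-xylenol orange, 573/405 nm absorbance ratio.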
# The depositor's hits bear a star; u = inconclusive; x = not tested or not shown; [ ] = dose if it differs, or a comment. Unless noted, calls follow the shape of the dose curve; as a rule, active = well fitted curve in the direction sought with a large enough effect; inconclusive = small, poorly fitted or top-dose-only effect, or another doubt; inactive = no such curve, though single readings can be large; an effect the other way counts as inactive or inconclusive. Only part of the results is shown (hit frequency here may not be typical).
# Codes – A = Vif-APOBEC3F blk; B = LDHA block; C = RGS4 inhibitor; D = Vif-APOBEC3G blk; E = D2 antag; F = ERG Ets-DNA blk; G = GRP78 ERSR act; H = D2 ag; I = ALOX12 inh
> COc1ccc(CNS(=O)(=O)c2cc(C(=O)Nc3cc(Cl)cc(Cl)c3)ccc2F)cc1
  A: -10.9% | B: 3.8 | C: -18.8% | D: 1.0% | E: x | F: 4.6% | G: 1.4% | H: 0.9 | I: -29.0%

> O=C(NC1CCCC1)c1cc(-c2ccccc2)on1
  A: -5.1% | B: 0.3 | C: 6.9% | D: 5.6% | E: 37.6* | F: -3.9% | G: 12.7% | H: 0.0 | I: 0.6%

> O=C(c1cccc2ccccc12)C1CCCN(C(=O)c2ccc(N3CCOCC3)cc2)C1 (stereo not given)
  A: -18.7% | B: -2.9 | C: u | D: -3.2% | E: -13.9 | F: -1.0% | G: -3.7% | H: 2.1 | I: -4.5%

> COc1ccc(-c2csc(Nc3ncccn3)n2)cc1C
  A: 4.0% | B: -10.3 | C: 7.3% | D: -6.5% | E: 18.2 | F: -4.9% | G: -3.2% | H: -0.8 | I: 37.5%[activator]

> CCOc1ccc(S(=O)(=O)NCCC(=O)N2CC=C(c3ccccc3)CC2)cc1
  A: -1.3% | B: -0.6 | C: 25.3% | D: 8.4% | E: -5.0 | F: -6.8% | G: -2.2% | H: 0.5 | I: 1.2%

> O=C(CCNC(=O)c1ccc(Cl)cc1)NCc1cccc(C(F)(F)F)c1
  A: 0.4% | B: 1.7 | C: -27.7% | D: 1.6% | E: -27.4 | F: -1.9% | G: 2.5% | H: 0.3 | I: 8.8%

> COC(=O)Nc1c(C(=O)OC)cc(OC)c(OC)c1OC
  A: -5.5% | B: -0.6 | C: -0.5% | D: 1.0% | E: 7.1 | F: -6.2% | G: -1.0% | H: -0.3 | I: 111.6%[activator]

> Cn1c(=O)c2c(nc(Oc3ccc4c(c3)OCO4)n2Cc2ccc(Cl)cc2)n(C)c1=O
  A: x | B: -8.4 | C: 7.4% | D: 0.9% | E: 6.0 | F: 2.3% | G: -3.1% | H: -1.5 | I: 14.4%

> COc1ccc(N2CCN(CCNC(=O)Nc3ccc(C)c(Cl)c3)CC2)cc1
  A: -2.9% | B: -1.2 | C: 10.0% | D: 2.2% | E: -3.4 | F: 10.8% | G: -2.4% | H: 1.7 | I: 14.2%

> COc1ccc(S(=O)(=O)N2CCOCC2)cc1C(=O)Nc1ccc(N2CCCCCC2)cc1
  A: -3.0% | B: 2.3 | C: -6.5% | D: 6.5% | E: x | F: -10.6% | G: -1.1% | H: x | I: 17.1%

> CSc1ccc(S(=O)(=O)N(C)Cc2ccccc2)cc1
  A: 15.3% | B: 6.1 | C: -1.1% | D: 2.6% | E: -11.0 | F: 1.2% | G: -2.7% | H: -1.5 | I: 15.5%

> O=C(NNS(=O)(=O)c1ccccc1)c1cccnc1
  A: 3.3% | B: -0.6 | C: -21.1%[11.4 µM] | D: -0.1% | E: -5.3 | F: 8.5% | G: -0.9% | H: 0.7 | I: u

> Nc1nc(SCc2ccc(Br)cc2)[nH]c(=O)c1-c1ccccc1
  A: -8.0% | B: -3.2 | C: 27.7% | D: -3.5% | E: -5.5 | F: 4.3% | G: -1.4% | H: 1.1 | I: -57.0%

> O=Cc1cccc(Oc2ccc([N+](=O)[O-])cc2[N+](=O)[O-])c1
  A: -27.6% | B: -1.3 | C: 2.6% | D: -7.8% | E: -7.5 | F: 4.1% | G: -2.1% | H: -1.8 | I: -16.5%

> O=C(COC(=O)c1ccc([N+](=O)[O-])o1)NC1CCS(=O)(=O)C1 (stereo not given)
  A: 0.3% | B: 13.1 | C: 21.4% | D: -2.6% | E: 33.4* | F: 7.3% | G: -5.3% | H: 0.2 | I: -12.3%

> O=C1C=C(c2ccccc2)CO1
  A: 7.6% | B: -8.6 | C: -18.6% | D: -3.3% | E: x | F: x | G: -3.4% | H: x | I: -0.4%

> CCS(=O)(=O)N1Cc2ccccc2CC1C(=O)Nc1ccc(NC(C)=O)cc1 (stereo not given)
  A: -0.8% | B: 4.7 | C: 3.0% | D: -5.7% | E: -5.5 | F: -1.7% | G: -2.1% | H: 0.0 | I: u

> Cc1cc(C)c(NC(=O)CSc2nnc(-c3ccncc3)n2Cc2ccco2)c(C)c1
  A: 0.4% | B: 0.5 | C: 5.6% | D: -1.3% | E: 18.1 | F: x | G: -3.8% | H: 1.8 | I: -7.0%

> CC(C)NCc1cc(Br)ccc1OCc1ccccc1
  A: -1.7% | B: 0.0 | C: -10.3% | D: 0.0% | E: 10.4 | F: 6.6% | G: -2.8% | H: -0.6 | I: 2.6%

> Fc1ccc(OCc2nc3ccccc3s2)cc1
  A: u | B: -10.5 | C: -9.7% | D: -2.0% | E: -20.3 | F: -4.3% | G: -0.6% | H: 0.2 | I: 3.1%

> CCCCCOC(=O)c1ccc(NC(=O)c2ccco2)cc1
  A: 8.8% | B: -0.9 | C: -2.5%[11.4 µM] | D: -9.5% | E: -18.2 | F: -15.6% | G: -1.0% | H: 0.1 | I: 22.1%

> Cc1oc2c(C)c(O)ccc2c(=O)c1N1C(=O)c2ccccc2C1=O
  A: -9.6% | B: -5.3 | C: 8.7% | D: 0.6% | E: 0.7 | F: -1.6% | G: -4.7% | H: 0.6 | I: -20.2%

> COC(=O)c1ccc(C(=O)OC)c(NC(=O)C(C)(C)C)c1
  A: 0.0% | B: -4.5 | C: -11.5% | D: -2.1% | E: -3.3 | F: 6.5% | G: -8.4% | H: -0.6 | I: -2.7%

> CCc1nc2ccc(C(=O)Nc3ccc(NC(C)=O)cc3)cn2c1N(C)C(=O)Cc1ccccc1
  A: x | B: -1.2 | C: x | D: -5.1% | E: x | F: x | G: -4.4% | H: x | I: 8.4%

# Printed as active in D2 antag, of those listed so far:
SMILES | Vif-APOBEC3F blk | RGS4 inhibitor | D2 antag | ERG Ets-DNA blk | GRP78 ERSR act | ALOX12 inh
O=C(NC1CCCC1)c1cc(-c2ccccc2)on1 | -5.1% | 6.9% | 37.6* | -3.9% | 12.7% | 0.6%
O=C(COC(=O)c1ccc([N+](=O)[O-])o1)NC1CCS(=O)(=O)C1 (stereo not given) | 0.3% | 21.4% | 33.4* | 7.3% | -5.3% | -12.3%

# For reference, part of the list above:
# Codes – A = Vif-APOBEC3F blk; B = LDHA block; C = RGS4 inhibitor; D = Vif-APOBEC3G blk; E = D2 antag; F = ERG Ets-DNA blk; G = GRP78 ERSR act; H = D2 ag; I = ALOX12 inh
> COc1ccc(CNS(=O)(=O)c2cc(C(=O)Nc3cc(Cl)cc(Cl)c3)ccc2F)cc1
  A: -10.9% | B: 3.8 | C: -18.8% | D: 1.0% | E: x | F: 4.6% | G: 1.4% | H: 0.9 | I: -29.0%

> O=C(NC1CCCC1)c1cc(-c2ccccc2)on1
  A: -5.1% | B: 0.3 | C: 6.9% | D: 5.6% | E: 37.6* | F: -3.9% | G: 12.7% | H: 0.0 | I: 0.6%

> O=C(c1cccc2ccccc12)C1CCCN(C(=O)c2ccc(N3CCOCC3)cc2)C1 (stereo not given)
  A: -18.7% | B: -2.9 | C: u | D: -3.2% | E: -13.9 | F: -1.0% | G: -3.7% | H: 2.1 | I: -4.5%
